PolyA inh: yeast polyadenylation inhibition. S. cerevisiae SKY197-pL101 polyadenylation reporter, beta-gal luminescence; efflux-impaired pdr1/pdr3 knockout yeast; score 100 = 6 SD above DMSO. calls only at 12 µM. hit rate 0.02% among 300,000;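 active means lowest replicate activity score at least 50, where 100 means six control SD above control mean; inconclusive means lowest score under 50 but half or more replicates reach 50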;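 further: yeast exposed to compound for 9 h at 30 °C; higher score means more reporter readthrough which indicates perturbed polyadenylation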
HSP90 refold inh: inhibitors of HSP90 luciferase refolding in rabbit reticulocyte lysate | hit rate 0.91% among 290,000 | inhibition, % at 5.6 µM | luciferase refolding luminescence, 3 h | AID 1789;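 active means inhibition above the screen-wide mean plus 3 SD, computed separately per campaign, cut at about 16% in these data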;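 further: 0% = DMSO wells and 100% = 60 µM geldanamycin wells; inhibitors lower the luminescence because luciferase stays unfolded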
HSF-1 act: increases HSF-1 driven luciferase reporter signal; activation, % at 9 µM; NIH3T3-HGL HSF-1 luciferase reporter, MG132, 8 h; 100% = twice DMSO control signal; hit rate 1.7% among 300,000;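 active means mean replicate activation of at least 50% with a set share of replicates each reaching 50%; inconclusive means only one of those two conditions met; inactive means mean below 50% and too few replicates reaching it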;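 further: 0% = median of the neutral control wells and 100% = twice that signal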
HDAC3 inh: blocks human histone deacetylase 3. hit rate 0.15% among 320,000. inhibition, % at 8.3 µM. recombinant HDAC3, fluorogenic peptide/trypsin coupled, fluorescence. AID 2718; in the data active means inhibition above about 26%, passing the limit was not always enough; inconclusive means no clear call, values can overlap the other calls
DYRK1A inh: Dyrk1A (rat) kinase inhibition. Q63470. ADP-Glo luminescence, NFATc1 peptide. inhibition, % at 12.5 µM. hit rate 0.43% among 310,000; in the data active means inhibition above about 50%;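 further: plate controls were vehicle with enzyme for no effect and no enzyme for full effect; many of its hits are not listed in these tables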
GSK3B inh: blocks human GSK3beta kinase activity; GST-GSK3beta kinase, ADP-Glo luminescence, 60 min; stronger effect = lower value; activity score (negative = inhibition), % at 10 µM; hit rate 0.038% among 300,000; AID 2097;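 active means more than half of replicate wells score below -50%, meaning over 50% inhibition versus plate controls; inconclusive means some replicates but at most half score below -50%; inactive means no replicate scores below -50%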;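 further: 0% = median DMSO wells and -100% = median GW8510 positive control wells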
Target sequence (P49841 whole entry, looked up): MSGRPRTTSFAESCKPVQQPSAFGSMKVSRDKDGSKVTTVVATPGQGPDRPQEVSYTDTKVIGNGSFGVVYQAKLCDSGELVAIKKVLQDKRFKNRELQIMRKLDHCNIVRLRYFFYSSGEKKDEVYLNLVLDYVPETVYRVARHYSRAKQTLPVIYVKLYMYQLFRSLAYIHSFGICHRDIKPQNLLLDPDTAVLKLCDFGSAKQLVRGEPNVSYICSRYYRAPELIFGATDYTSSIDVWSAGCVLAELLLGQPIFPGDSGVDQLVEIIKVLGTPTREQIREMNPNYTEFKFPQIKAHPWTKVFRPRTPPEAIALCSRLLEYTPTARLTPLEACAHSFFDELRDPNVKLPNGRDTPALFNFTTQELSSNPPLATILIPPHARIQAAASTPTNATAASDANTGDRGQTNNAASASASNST
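Test system: GST-fused GSK3beta enzyme, cell-free | Quantity: 1.6 ng GST-GSK3beta enzyme per well | Reagent: 25 µM ATP with peptide substrate | Schedule: 60 min enzyme reaction, room temperature | Signal: Luminescent ADP-Glo measurement of ADP formed | Read-out basis: Score relative to plate controls | Control set: DMSO and 20 µM GW8510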
AI-2 QS modul: modulates the Vibrio harveyi AI-2 quorum sensing system; Vibrio harveyi JMH597 AI-2 luminescence/OD600 ratio, 9 h; stronger effect = lower value; strain lacks LuxN and CqsS sensors; 0 = neutral-control median; activity change, % at 7.5 µM; hit rate 0.4% among 300,000; AID 2094; in the data active means activity change below about -75%, passing the limit was not always enough; inconclusive means no clear call, values can overlap the other calls;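 further: luminescence divided by OD600 gain over 9 h not by final OD600 alone; inactives centre near 13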
GSK3 alpha inh: blocks human GSK-3 alpha kinase. P49840. ADP-Glo luminescence, 60 min. inhibition, % at 10 µM. hit rate 0.1% among 320,000;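 in the data active means inhibition above about 50%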;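 further: GST-tagged GSK-3 alpha with peptide substrate and 25 µM ATP; 0% = DMSO neutral wells and 100% = GW8510 positive control wells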
Target sequence (P49840 whole entry, looked up): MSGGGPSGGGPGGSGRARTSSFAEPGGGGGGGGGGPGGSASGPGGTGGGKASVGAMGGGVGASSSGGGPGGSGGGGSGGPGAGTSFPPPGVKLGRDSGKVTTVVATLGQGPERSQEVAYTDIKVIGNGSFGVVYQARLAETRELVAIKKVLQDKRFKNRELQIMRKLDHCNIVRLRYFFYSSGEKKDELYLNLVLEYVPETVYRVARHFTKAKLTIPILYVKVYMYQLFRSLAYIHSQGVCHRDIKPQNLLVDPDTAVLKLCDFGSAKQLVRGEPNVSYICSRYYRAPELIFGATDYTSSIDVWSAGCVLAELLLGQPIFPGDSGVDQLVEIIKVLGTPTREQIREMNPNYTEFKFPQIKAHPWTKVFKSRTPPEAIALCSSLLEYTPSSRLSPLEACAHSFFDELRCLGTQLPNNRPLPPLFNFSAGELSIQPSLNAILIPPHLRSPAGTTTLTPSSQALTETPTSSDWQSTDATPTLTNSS
HSF1 inh: HSF1 inhibition; NIH3T3-HGL HSE-luciferase, MG132-induced, luminescence 8 h; stronger effect = lower value; activity change, negative = inhibition, % at 7.5 µM (by protocol); hit rate 0.77% among 300,000; AID 2098;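 active means more than half of replicate wells show activity change below -50%, luminescence cut by over half; inconclusive means some wells, but at most half, below -50%; inactive means no replicate well below -50%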;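 further: luciferase reports HSF-1 transcriptional activity via heat shock element; 0% = median of DMSO wells and -100% = zero luminescence signal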
Platelet DG rel: platelet dense granule release activity; human platelet-rich plasma, SFLLRN dense granule ATP release, luminescence; inhibition, %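 (compounds screened at 7.5 µM in platelet-rich plasma)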; hit rate 0.22% among 300,000;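 active means mean replicate score, as percent of positive control, at or above 50; inconclusive means mean below 50 but at least one replicate at or above 50; inactive means mean and every replicate below 50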
An asterisk follows results filed as active; i = inactive; ? = inconclusive; / = no result given.

entry	smiles	PolyA inh	Platelet DG rel	GSK3 alpha inh	DYRK1A inh	GSK3B inh	HSF-1 act	HDAC3 inh	HSF1 inh	AI-2 QS modul	HSP90 refold inh
1	COc1ccc(NC(=O)CSCc2cc(=O)n3c(C)csc3n2)cc1	i	11	-1	2	5	18	12	-2	-4	0
2	O=S(=O)(CCc1ccncc1)C1Cc2cccc3cccc1c23 (stereo not given)	i	10	0	3	3	-20	-4	-6	24	-6
3	COc1cc(C=O)ccc1OCCOCCOc1ccccc1Cl	i	3	-1	0	2	7	11	7	14	2
4	CCOC(=O)/C=C1\SCC(=O)N1CC(=O)NC(c1ccccc1)c1ccccc1	i	-2	-1	5	2	13	-1	5	12	3
5	O=C(C1CCN(Cc2cccs2)CC1)N1CCN(Cc2ccc3c(c2)OCO3)CC1	i	0	-1	2	0	-8	6	-6	15	-1
6	O=C(O)COc1ccc(-c2nnn(CC(=O)O)n2)cc1	i	0	-2	0	1	-14	1	4	27	-5
7	O=C(O)CCCNc1cc(N2CCN(C(=O)c3ccco3)CC2)c2noc3c2c1C(=O)c1ccccc1-3	i	3	8	13	0	2	9	-5	2	-1
8	CCOc1nc2cnccc2n(CC(=O)Nc2c(F)c(F)cc(F)c2F)c1=O	i	3	2	-2	-2	-8	-4	2	15	-1
9	Cc1ccc(-c2nnn(CC(=O)N(Cc3ccc(F)cc3)C(C(=O)NC3CCCC3)c3ccncc3)n2)o1 (stereo not given)	i	0	-1	8	-1	-4	2	-2	7	0
10	C=CCN(C(=O)CC(NC(C)=O)c1ccccc1)c1nc(-c2ccc(S(C)(=O)=O)cc2)cs1 (stereo not given)	i	-13	-1	-3	2	27	-12	9	26	1
11	CCCCCCCCNC(=O)c1cnsn1	i	1	2	6	4	15	-5	-6	-45	-2
12	CC1Sc2ccc(S(=O)(=O)N3CCC(C(=O)N(C)Cc4ccccc4)CC3)cc2NC1=O (stereo not given)	i	18	-1	2	1	-8	3	-1	15	-1
13	Cc1ccc(CCNS(=O)(=O)c2cc(Br)cnc2N)cc1	i	3	-3	4	-18	15	-1	3	19	-5
14	CC(C)(C)c1ccc(S(=O)(=O)NCc2ccc(C(=O)N3CCOCC3)cc2)cc1	i	-9	1	7	0	2	1	1	10	0
15	O=C(NC1CCCCC1)C1c2ccccc2C(=O)N1Cc1ccc2c(c1)OCO2 (stereo not given)	i	2	1	-3	-1	-6	10	-2	17	2
16	CCOc1cc(/C=C2/C(=O)ON=C2C)ccc1OCc1ccccc1F	i	-8	1	1	3	7	9	8	10	2
17	CCC(C(=O)O)N1C(=O)/C(=C/C(C)=C/c2ccccc2)SC1=S (stereo not given)	i	-9	-8	0	5	26	/	-2	3	3
18	COc1cc2c3nnc(-c4ccc(F)cc4)c-3cn(Cc3ccc(C)cc3)c2cc1OC	i	13	0	3	0	-2	-4	-12	29	-1
19	COc1ccc(OC)c(CC(NC(C)=O)C(=O)NC2CCN(c3c(Cc4ccccc4)c(C)nc4ncnn34)CC2)c1 (stereo not given)	i	6	0	-1	4	-3	-2	4	25	-1
20	CCOC(=O)CNC(=O)C1CCCN(c2ncccn2)C1 (stereo not given)	i	-12	-1	1	-3	31	-6	-1	25	-4
21	COc1nc(-c2ccc(C)cc2)ccc1-c1noc(-c2cccnc2)n1	i	0	-1	-1	3	3	6	4	32	/
22	COC(=O)c1ccccc1NC(=O)CC(NCc1ccccc1)C(=O)O (stereo not given)	i	12	-2	/	0	-15	1	-6	7	4
23	O=C(Nc1ccccc1N1CCCC1)c1ccc(Br)o1	i	1	-4	7	0	-12	-8	-6	6	-1
24	COc1ccc(-c2c(-c3ccccc3)c(C(=O)C(=O)NCCCN(C)C)n3ccc4cc(OC)c(OC)cc4c23)cc1OC	i	1	27	8	-25	3	3	1	19	1
25	CCSc1nnc(CCNC(=O)OC(C)(C)C)o1	i	11	-4	2	0	1	1	-8	9	1

Nos. 8 through 15 of the list above:
entry	smiles	PolyA inh	Platelet DG rel	GSK3 alpha inh	DYRK1A inh	GSK3B inh	HSF-1 act	HDAC3 inh	HSF1 inh	AI-2 QS modul	HSP90 refold inh
8	CCOc1nc2cnccc2n(CC(=O)Nc2c(F)c(F)cc(F)c2F)c1=O	i	3	2	-2	-2	-8	-4	2	15	-1
9	Cc1ccc(-c2nnn(CC(=O)N(Cc3ccc(F)cc3)C(C(=O)NC3CCCC3)c3ccncc3)n2)o1 (stereo not given)	i	0	-1	8	-1	-4	2	-2	7	0
10	C=CCN(C(=O)CC(NC(C)=O)c1ccccc1)c1nc(-c2ccc(S(C)(=O)=O)cc2)cs1 (stereo not given)	i	-13	-1	-3	2	27	-12	9	26	1
11	CCCCCCCCNC(=O)c1cnsn1	i	1	2	6	4	15	-5	-6	-45	-2
12	CC1Sc2ccc(S(=O)(=O)N3CCC(C(=O)N(C)Cc4ccccc4)CC3)cc2NC1=O (stereo not given)	i	18	-1	2	1	-8	3	-1	15	-1
13	Cc1ccc(CCNS(=O)(=O)c2cc(Br)cnc2N)cc1	i	3	-3	4	-18	15	-1	3	19	-5
14	CC(C)(C)c1ccc(S(=O)(=O)NCc2ccc(C(=O)N3CCOCC3)cc2)cc1	i	-9	1	7	0	2	1	1	10	0
15	O=C(NC1CCCCC1)C1c2ccccc2C(=O)N1Cc1ccc2c(c1)OCO2 (stereo not given)	i	2	1	-3	-1	-6	10	-2	17	2

Next part
entry	smiles	PolyA inh	Platelet DG rel	GSK3 alpha inh	DYRK1A inh	GSK3B inh	HSF-1 act	HDAC3 inh	HSF1 inh	AI-2 QS modul	HSP90 refold inh
26	Cc1ccc(C)c(S(=O)(=O)N2CCCC2CNC(=O)C(=O)NCc2ccccc2C)c1 (stereo not given)	i	16	-1	2	-3	10	2	3	-3	/
27	O=C(N/N=C/c1cccc(OC(=O)c2ccco2)c1)c1ccc(F)cc1	i	3	-2	5	-2	49	-4	31	-50	-1
28	CN(c1cccc(NC(=O)c2ccccc2N(C)S(C)(=O)=O)c1)S(C)(=O)=O	i	6	-2	0	-1	6	3	0	17	1
29	COc1ccc(NC(=O)CCNC(=O)C2CCN(S(=O)(=O)c3ccc(F)cc3)CC2)cc1OC	i	10	-1	-2	0	-10	-4	-5	3	-1
30	O=C(Nc1nnc(SCC(=O)N2CCCc3ccccc32)s1)c1ccccc1	i	-2	-2	-3	3	34	-2	13	11	-3
31	O=C(CSc1ncccn1)N1CCN(S(=O)(=O)c2ccccc2)CC1	i	10	-3	-2	-2	-5	0	4	-9	0
32	Cc1occc1C(=O)NNC(=O)Nc1ccc(F)cc1F	i	-14	1	1	0	27	1	2	1	-3
33	CCn1c(=O)c2cc(C(=O)NCCN3CCOCC3)sc2c2ccccc21	i	-4	0	6	-6	-3	-47	14	35	1
34	CCC(C)n1c(/C=C/c2ccccc2)nc2ccccc21 (stereo not given)	i	-1	-2	-5	-2	29	-25	12	16	-3
35	Cc1cc(C)cc(NC(=O)N2CCN(S(C)(=O)=O)CC2)c1	i	3	1	-5	2	20	-2	-3	9	0
36	c1cncc(Nc2c3ccccc3nc3ccccc23)c1	i	2	-1	6	-1	2	-4	-8	-24	4
37	O=C(CNC(=O)c1ccc(Br)o1)NCCc1ccc(F)cc1	i	-16	-2	/	-3	-6	3	-2	16	-1
38	CC(C)CNC(=O)c1ccc(Cl)c(NC(=O)COc2ccccc2)c1	i	3	1	/	1	2	0	-6	-3	0
39	Cc1ccc(Cn2c(=N)n(CC(O)c3ccco3)c3ccccc32)cc1 (stereo not given)	i	28	2	5	0	1	4	2	19	1
40	O=C(CCNC(=O)c1ccc([N+](=O)[O-])cc1)Nc1ccccc1N1CCOCC1	i	-6	-1	7	1	26	?	1	37	-3
41	O=C(O)C1Nc2c(Cl)cc(Cl)cc2C2C=CCC12 (stereo not given)	i	10	-2	23	-2	3	-11	-1	23	-3
42	CN(C)S(=O)(=O)c1ccc(Cl)c(NC(=O)COC(=O)c2ccc3c(c2)NC(=O)CS3)c1	i	5	2	-2	-1	4	/	4	23	3
43	Cc1ccc(NC(=O)COC(=O)COc2cccc3c2OC(C)(C)C3)cc1C	i	4	-2	1	-4	-11	6	-1	13	-1
44	CCN1C(=O)/C(=C\N2CCN(C)CC2)SC1=S	i	0	3	-2	0	-2	-9	3	22	3
45	COc1ccc(OC)c(NC(=O)c2nnn(Cc3ccc(Br)cc3F)c2N)c1	i	8	2	5	-5	14	3	20	5	0
46	O=C(Nc1ccc(Br)cc1)c1ccco1	i	-2	-2	/	-1	18	-2	11	16	-2
47	Cc1ccc(C(=O)NCc2ccc(Cl)c(Cl)c2)o1	i	1	-1	-3	0	10	0	5	-14	4
48	CCn1c(-c2ccccn2)nc2cc(S(=O)(=O)N(C)C)ccc21	i	-3	0	-7	1	16	7	-1	35	-5
49	CCCCC(NS(=O)(=O)c1ccc(C)cc1)C(=O)Oc1ccc2c3c(c(=O)oc2c1)CCC3 (stereo not given)	i	14	-1	-5	0	15	-63	2	4	0
50	C=CCn1c(SCCC)nc2sc3c(c2c1=O)CCc1ccccc1-3	i	-2	-2	-7	-6	1	0	-5	8	7

A portion of the library. The share of hits here may be higher or lower than overall.
